Compound activity from PubChem BioAssay.
ROC1-CUL1 inh: human ROC1-CUL1 E3 ligase inhibition | in vitro K48 di-Ub FRET, acceptor:donor ratio, 45 min | AID 1347404 | 0.6% of 140,000 active | inhibition, % at 10 µM; in the data active means inhibition above about 25%
Target sequence (P62877 whole entry, looked up): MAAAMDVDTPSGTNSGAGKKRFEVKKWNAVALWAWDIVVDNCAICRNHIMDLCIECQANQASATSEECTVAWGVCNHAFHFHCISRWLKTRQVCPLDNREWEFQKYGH
Target sequence (Q13616 whole entry, looked up): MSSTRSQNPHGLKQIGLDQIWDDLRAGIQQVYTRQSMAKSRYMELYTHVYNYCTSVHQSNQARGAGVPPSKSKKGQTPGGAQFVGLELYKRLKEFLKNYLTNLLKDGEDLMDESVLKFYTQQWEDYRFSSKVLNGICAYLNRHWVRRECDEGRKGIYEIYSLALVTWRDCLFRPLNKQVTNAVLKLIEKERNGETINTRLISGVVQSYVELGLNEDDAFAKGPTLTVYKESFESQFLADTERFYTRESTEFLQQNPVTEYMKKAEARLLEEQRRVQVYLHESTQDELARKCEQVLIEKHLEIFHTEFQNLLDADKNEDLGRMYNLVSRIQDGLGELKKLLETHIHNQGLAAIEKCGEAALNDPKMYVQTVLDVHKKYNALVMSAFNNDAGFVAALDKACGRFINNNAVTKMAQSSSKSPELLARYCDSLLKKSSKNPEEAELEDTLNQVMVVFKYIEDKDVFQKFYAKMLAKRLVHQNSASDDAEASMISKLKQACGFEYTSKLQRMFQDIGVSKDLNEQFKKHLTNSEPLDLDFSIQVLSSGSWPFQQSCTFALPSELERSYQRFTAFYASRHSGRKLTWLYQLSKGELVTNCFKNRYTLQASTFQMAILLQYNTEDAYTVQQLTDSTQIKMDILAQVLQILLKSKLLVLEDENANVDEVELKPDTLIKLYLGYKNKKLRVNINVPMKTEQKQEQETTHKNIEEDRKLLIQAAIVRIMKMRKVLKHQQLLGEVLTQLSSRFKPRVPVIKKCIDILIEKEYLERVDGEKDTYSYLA
Active calls of the source: *. This is a subset; count on the stated rates, not on these rows.

SMILES | ROC1-CUL1 inh
COc1ccccc1N1C(=O)C2ON(c3ccc(Cl)cc3)C(c3ccc(O)cc3)C2C1=O (stereo unspecified) | 8.5
Cc1ccc(C(=O)N2CCC(Cn3cc(C(C)O)nn3)CC2)cn1 (stereo unspecified) | -2.0
CC1C(c2ccc(F)cc2)NC(c2ccc(F)cc2)CC1(C)O (stereo unspecified) | 4.0
CCCCn1c(C)cn2c3c(=O)n(CCOC)c(=O)n(C)c3nc12 | -4.6
CCOC(=O)c1sc2ccccc2c1S(=O)(=O)N1CCN(c2ccccc2)CC1 | 2.5
COc1ccc(S(=O)(=O)N2Cc3ccccc3CC2C(=O)Nc2cccc(C)c2)cc1OC (stereo unspecified) | 7.4
CC1(C)Cc2nc3sc4c(N(CCO)CCO)ncnc4c3cc2CO1 | 3.9
CC1CC(C)CN(S(=O)(=O)c2ccc(NC(=O)c3ccccc3Cl)cc2)C1 (stereo unspecified) | 4.4
CN(C)c1ccc(C(CNS(=O)(=O)c2ccc(Br)cc2)N2CCOCC2)cc1 (stereo unspecified) | 9.5
CCOc1ccc(N=C2S/C(=C\c3c(C)n(CC(=O)NCCOC)c4ccccc34)C(=O)N2C)cc1 | 2.2
CCCCCOc1nc(N)nc2nc(SCC(=O)c3ccccc3)cnc12 | -10.4
COc1cccc(-c2n[nH]c3c2CN(Cc2ccoc2)CC3)c1 | 4.3
CCOc1cc(C)c(Cl)cc1S(=O)(=O)NCCOC | -0.8
COc1cc(NC(=O)CN2CCN(c3ccc(F)cc3)CC2)cc(OC)c1 | 3.6
Cc1cccc2c(C(=O)N3CCCN4CCCC4C3)cc(-c3cn[nH]c3)nc12 (stereo unspecified) | -1.5
CCC(=O)Nc1nc(C)cc(C)n1 | -9.1
COc1ccc(NC(=O)CSc2ccc(-c3cccs3)nn2)cc1 | -10.2
CCn1c2ccccc2c2cc(NC(=O)Cc3cccs3)ccc21 | -0.5
COc1cccc(CNC(=O)c2c(C)oc3ncnc(N4CCOCC4)c23)c1 | -3.7
O=S(=O)(c1ccccc1)C1Cc2ccccc2C1Cl (stereo unspecified) | -10.0
CSc1ccc(-c2nc3c(C)cccn3c2Nc2ccc3c(c2)OCCO3)cc1 | -13.9
CC(C)(C)c1ccc(S(=O)(=O)Nc2ccc(Cl)cc2Cl)cc1 | -2.2
COc1ccc(NC(=O)Cc2c(C(=O)O)[nH]c3ccccc23)cc1OC | 13.5
COc1cc(/C=C2\C(=O)NN(c3ccccc3)C2=O)cc(Br)c1OCCCOc1cccc(C)c1 | 45.1*
CC(C)C(C(=O)O)N1C(=O)/C(=C\c2ccco2)SC1=S (stereo unspecified) | 101.9*
CC(C)CCNC(=O)c1ccc2nc(CCc3ccccc3)oc2c1 | -4.6
COc1ccc(C(C[N+](=O)[O-])c2c(-c3ccccc3)n(O)c3ccccc23)c(OC)c1 (stereo unspecified) | 4.0
S=c1[nH]nc(-c2ccccc2)n1/N=C/c1ccc(-c2ccc(Br)cc2)o1 | 8.8
CCOC(=O)c1ccc(NC(=O)CSc2ccc3ccccc3n2)cc1 | -8.6
O=C(NN=C1CCCC1)c1n[nH]c2c1CCC2 | 6.6
NS(=O)(=O)c1ccc(F)c(F)c1 | 9.6
Cc1cc(C)cc(OCc2cc(=O)n3c(-c4ccccc4)csc3n2)c1 | -3.0
O=C1C2ON(c3ccc(Cl)cc3)C(c3cccs3)C2C(=O)N1c1cccc(C(F)(F)F)c1 (stereo unspecified) | 9.0
CC(=O)N1CCOc2cc(S(=O)(=O)Nc3cccc(C(F)(F)F)c3)c(Cl)cc21 | 1.1
Cc1nsc(NC(=O)Oc2ccccc2)c1C#N | 9.8
COc1ccc(CNCCN(C)C)cc1OCC(O)CN(C)C(C)C (stereo unspecified) | 8.7
COC(=O)c1ccc(NC(=O)CN2C(=O)CCc3cc(S(=O)(=O)N4CCCCC4)ccc32)cc1 | 0.7
O=C(CCC1CCCC1)N1CCN(C(=O)COc2ccccc2)CC1 | 0.6
CC(C)CCC(=O)N1CCC(C2(c3cccnc3)NC(=O)N(CCc3cccs3)C2=O)CC1 (stereo unspecified) | -4.9
Cc1cc(F)ccc1NC(=O)c1cnn(C)c1 | -1.1

Ordered by value in ROC1-CUL1 inh (descending): 6 of the compounds above
SMILES | ROC1-CUL1 inh
COc1cc(/C=C2\C(=O)NN(c3ccccc3)C2=O)cc(Br)c1OCCCOc1cccc(C)c1 | 45.1*
COc1ccc(NC(=O)Cc2c(C(=O)O)[nH]c3ccccc23)cc1OC | 13.5
O=C1C2ON(c3ccc(Cl)cc3)C(c3cccs3)C2C(=O)N1c1cccc(C(F)(F)F)c1 (stereo unspecified) | 9.0
O=C(NN=C1CCCC1)c1n[nH]c2c1CCC2 | 6.6
O=C(CCC1CCCC1)N1CCN(C(=O)COc2ccccc2)CC1 | 0.6
CSc1ccc(-c2nc3c(C)cccn3c2Nc2ccc3c(c2)OCCO3)cc1 | -13.9

Additional compounds follow:
SMILES | ROC1-CUL1 inh
CC(C(=NC(=O)c1ccccc1)C(=O)Nc1ccccc1)c1ccccc1 (stereo unspecified) | 1.7
O=C(CNS(=O)(=O)N1CCOCC1)N/N=C/c1ccc(Cl)cc1Cl | 6.1
COc1cccc(Oc2nc3c(c(=O)n(C)c(=O)n3C)n2Cc2cccc(C(F)(F)F)c2)c1 | -3.5
CC(=O)c1c(C)oc2ccc(N(C(C)=O)S(=O)(=O)c3c(C)cc(C)cc3C)cc12 | 11.2
O=C(Nc1nnc(S(=O)(=O)N2CCCc3ccccc32)s1)c1ccccc1Br | -2.9
Cc1sc2nc3n(c(=O)c2c1C)N=C(c1ccc(-c2ccccc2)cc1)CS3 | -5.9
Cc1ccc(OCc2nc3ccccc3c(=O)n2N=C2CCCCC2)cc1 | 11.6
CCOc1ccc(OCC(=O)Nc2cc(Cl)ccc2OC)cc1 | -6.0
Cc1cc(C)cc(-n2ccn(Cc3ccc(F)cc3)c(=O)c2=O)c1 | -12.4
CN(Cc1cccc(-c2nc3c(c(=O)[nH]2)CCC3)c1)Cc1cc(C2CC2)n[nH]1 | -9.1
COCc1cc(C)nc(OCC(=O)N/N=C/c2cc(-c3ccccc3)n(-c3ccc(Br)cc3)c2-c2ccccc2)c1C#N | 1.7
CC(C)(C)C(=O)N1CCC(C2CCN(Cc3cccc(F)c3F)CC2)C1 (stereo unspecified) | -11.3
O=C(Cn1c(=O)c2cccn2c2ccc(F)cc21)NCc1cccc(Cl)c1 | -2.0
Cc1ccc2c(=O)cc(C(=O)Nc3sc4c(c3C(=O)NCc3ccco3)CCC4)oc2c1 | -5.3
CC12CCCc3c(-c4ncn[nH]4)c(-c4ccccc4)c(=O)n(c31)-c1ccccc12 (stereo unspecified) | -8.7
CC1=NC(=S)NC(c2ccc(OCc3ccccc3)cc2)C1C(=O)Nc1ccccn1 (stereo unspecified) | -0.4
CCOC(=O)c1c(-c2ccc(C)c(C)c2)csc1NC(=O)c1ccccc1Cl | -9.6
COC(=O)c1nnn(Cc2ccccc2OC)c1C(=O)OC | 4.4
CC(=O)NC(C)C(=O)NC1(C(=O)Nc2ccccc2C)CCCC1 (stereo unspecified) | 8.2
O=C1C(=O)N(C2CCN(S(=O)(=O)c3ccccc3)CC2)CCN1Cc1ccccc1 | -1.5

Structures listed so far that contain two or more sulfur atoms (five):
SMILES | ROC1-CUL1 inh
CCOC(=O)c1sc2ccccc2c1S(=O)(=O)N1CCN(c2ccccc2)CC1 | 2.5
COc1ccc(NC(=O)CSc2ccc(-c3cccs3)nn2)cc1 | -10.2
CC(C)C(C(=O)O)N1C(=O)/C(=C\c2ccco2)SC1=S (stereo unspecified) | 101.9*
O=C(Nc1nnc(S(=O)(=O)N2CCCc3ccccc32)s1)c1ccccc1Br | -2.9
Cc1sc2nc3n(c(=O)c2c1C)N=C(c1ccc(-c2ccccc2)cc1)CS3 | -5.9

The results go on.
SMILES | ROC1-CUL1 inh
COC(=O)c1ccccc1NC(=O)Cn1cnc2sc(C)c(S(=O)(=O)N3CCC(C)CC3)c2c1=O | 3.6
S=c1[nH]nc(OCc2ccc(Cl)cc2Cl)n1-c1ccccc1 | -1.1
N#Cc1c(C(F)(F)F)cc(-c2cccs2)nc1SC1CC(=O)N(c2ccccc2)C1=O (stereo unspecified) | 0.5
Cc1cc(C)c(NC(=O)CSc2nnc(-c3ccc(Cl)cc3Cl)n2N)c(C)c1 | -5.1
CCOc1c(S(=O)(=O)N2CCOCC2)ccc(Cl)c1Cl | -6.3
Cn1cc(Br)c(C(=O)Nc2nc3ccccc3n2Cc2ccccc2)n1 | -7.7
CCOc1cccc(C2c3[nH]c4ccccc4c3CCN2C(=O)CSCc2ccc(F)cc2)c1 (stereo unspecified) | 5.3
CCCc1cc(=O)[nH]c(Nc2ccc(OCC)cc2)n1 | -2.4
CN1C(=S)N(c2ccccc2)C(=O)/C1=C/c1ccc(CN(CCC#N)S(C)(=O)=O)o1 | 2.1
O=C(Nc1ccnn1C1CCN(C(=O)C2=CCCC2)CC1)C1CC1 | 1.3
COc1cc(C2c3c(n[nH]c3C(C)(C)C)OC(=N)C2C#N)ccc1O (stereo unspecified) | 3.3
CCCC(=O)Nc1ccc2c(c1)nc(CN1CCN(C)CC1)n2C | 10.4
Cc1cccc(NC(=O)C(C)N2CCN(c3ccccc3)CC2)c1 (stereo unspecified) | 0.8
CCOC(=O)N1CCN(c2ncc3c(n2)CC(c2ccc(OC)c(OC)c2)CC3=O)CC1 (stereo unspecified) | -8.0
COCCCNC(=O)N1CCN(c2nnc(C)c3c(C)n(-c4ccc(Cl)cc4)nc23)CC1 | -1.0
CC(=O)N1c2ccccc2C(=O)C1N1CCN(c2cc(Cl)ccc2C)CC1 (stereo unspecified) | 9.1
Clc1cccc(-n2cc3ccccc3n2)c1 | 9.7
CCOc1ccccc1N(C(=O)C1CCCCC1)c1nc(-c2ccc(C)cc2)c(CC)s1 | -2.5
Cc1cc(Cl)ccc1OCC(=O)N(Cc1ccc(N(C)C)cc1)CC1CCCO1 (stereo unspecified) | 0.7
CCC1CCCCN1S(=O)(=O)c1ccc(C(=O)Nc2sc3c(c2C(N)=O)CCC3)cc1 (stereo unspecified) | -3.2
COc1ccc(NC(=O)c2ccc([N+](=O)[O-])o2)cc1Cl | 5.2
COc1ccc(/C=C\C=C\c2ccccc2)cc1 | 3.0
Cc1ccc(NC(=O)C2=CC3C(=O)CC(C)(C)CC3=NC2=O)c(C)c1 (stereo unspecified) | 2.0
CCOC(=O)CSc1nc(-c2ccc(F)cc2)cc(C(F)(F)F)c1C#N | -1.7
CCc1cc2c(=O)c(-c3ccc4c(c3)OCCCO4)c(C)oc2cc1OC(=O)c1ccc(OC)c(OC)c1 | -5.0
COCCN1C(=O)c2[nH]nc(-c3ccccc3O)c2C1c1ccc(OCc2ccccc2)c(OC)c1 (stereo unspecified) | 9.0
COc1c(C#N)c(OC)c(OC)c(C#N)c1OC | 6.3
O=S(=O)(c1cccc(Cl)c1)N1CCN(Cc2ccc3c(c2)OCO3)CC1 | -3.3
CCOc1ccc(Cl)cc1CNC(C)C | -3.4
CCOc1ccc(NC(=O)CNS(=O)(=O)c2ccc(Br)s2)cc1 | -5.3
COc1ccc(C(=O)NCCC2=CCCCC2)cc1C | -0.5
COc1ccc(CCNC(=O)CCCn2nc(C)c3sc4ccccc4c3c2=O)cc1OC | 0.2
CCOc1cc(C2c3c(n[nH]c3-c3ccc(C)cc3)OC(=N)C2C#N)ccc1O (stereo unspecified) | -6.1
CCC(C)NC(=O)c1sc2nc(C)c(C(=O)Nc3ccc(C)cc3C)c(-c3ccc(NC(C)=O)cc3)c2c1N (stereo unspecified) | 11.0
CCn1c(SCC(=O)Nc2cc(C)ccc2F)nnc1-c1ccccc1O | 9.6
COC(=O)c1cc(NC(=O)CSc2ncn(-c3ccccc3)n2)ccc1Cl | -5.0
Clc1ccc(-c2csc(N3CCN(c4ccccc4Cl)CC3)n2)cc1 | -5.9
O=C1NN(c2cccc(F)c2)C(=O)/C1=C\c1ccc(-c2ccc(C(=O)O)cc2)o1 | 5.6
COc1ccc(N2CCN(CCCNC(=O)c3ccc4nc(Cc5ccccc5)oc4c3)CC2)cc1 | 2.5
COc1ccc(OC)c(CCNc2ncnc3onc(-c4ccc(Cl)cc4)c23)c1 | 4.4
Cc1ccccc1C1(CC(=O)N2CCC(C(=O)N3CCCC3)CC2)CC(=O)N(C2CCCC2)C1=O (stereo unspecified) | -5.6
CC(NC(=S)NC(=O)/C=C/c1ccco1)C12CC3CC(CC(C3)C1)C2 (stereo unspecified) | 11.4
COc1ccc(Br)cc1C1CC(=O)NC2=C1C(=O)CCC2 (stereo unspecified) | -3.2
Cc1ccc(NCc2nnc(SCC(=O)c3ccc(C)cc3)n2C)cc1 | 1.6
O=C(NCC[C@@H]1C[C@@H]2C=C[C@H]1C2)c1coc(COc2ccc3c(c2)OCO3)n1 | 0.8
c1ccc(CN2CCN(c3ncnc4sc(C5COc6ccccc6O5)cc34)CC2)cc1 (stereo unspecified) | -7.6
COc1ccc(-c2cnc(N3CCCC3)nc2-c2ccc(OC)cc2)cc1 | 5.3
O=C(Nc1ccc(Cl)cc1C(=O)NCC1CCCO1)c1ccco1 (stereo unspecified) | 2.3
CC(NC(=O)c1ccccc1F)c1ccc2c(c1)OCCCO2 (stereo unspecified) | 4.5
Cc1ccc(CNC(=O)c2nc(SCc3ccccc3F)ncc2Cl)cc1 | 4.3
O=S(=O)(c1ccc(Cl)cc1)n1nnc2ccccc21 | 1.1
CCOC(=O)CC(NC(=O)CCc1c(C)nc2ncnn2c1C)c1ccc(C)cc1 (stereo unspecified) | -8.6
Cc1c([N+](=O)[O-])c2ccc(O)c(CN(C)C)c2n1-c1ccccc1 | 3.3
O=C(CN1C(=O)CSC1=O)N1CCCC(CO)(CCCc2ccccc2)C1 (stereo unspecified) | 6.5
O=C(Nc1cccc(C(F)(F)F)c1)Nc1nnc(N2CCCCC2)s1 | -3.3
Cc1ccccc1C(=O)OC(C)CN1CCOCC1 (stereo unspecified) | 2.1
COc1ccccc1C(=O)Nc1cc(C)ccc1O | -6.0
CC1(Nc2ccccc2)C(=O)c2ccccc2C1=O | 2.5
O=C(NCc1ccccc1Cl)c1cccn1-c1nnc(N2CCCCC2)s1 | 2.2
CCN(CCN(C)C)C(=O)Cn1ncc2c([nH]c3ccc(C)cc32)c1=O | 13.8
